DSG3 Ab inh = inhibitors of pemphigus antibody binding to human desmoglein-3; AID 588358; DSG3-coupled beads, scFv-anti-DSG3-GFP binding, flow cytometry; hits give low values; binding (percent of control), % at 10 µM; 310,000 tested, 0.48% active; P32926;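 active = binding more than 3 SD below its plate's average and above zero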;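 also: hits lower antibody fragment binding to DSG3; some compounds called inactive have numbers as strong as hits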
Target sequence (P32926 whole entry, looked up, the tested form may be a part): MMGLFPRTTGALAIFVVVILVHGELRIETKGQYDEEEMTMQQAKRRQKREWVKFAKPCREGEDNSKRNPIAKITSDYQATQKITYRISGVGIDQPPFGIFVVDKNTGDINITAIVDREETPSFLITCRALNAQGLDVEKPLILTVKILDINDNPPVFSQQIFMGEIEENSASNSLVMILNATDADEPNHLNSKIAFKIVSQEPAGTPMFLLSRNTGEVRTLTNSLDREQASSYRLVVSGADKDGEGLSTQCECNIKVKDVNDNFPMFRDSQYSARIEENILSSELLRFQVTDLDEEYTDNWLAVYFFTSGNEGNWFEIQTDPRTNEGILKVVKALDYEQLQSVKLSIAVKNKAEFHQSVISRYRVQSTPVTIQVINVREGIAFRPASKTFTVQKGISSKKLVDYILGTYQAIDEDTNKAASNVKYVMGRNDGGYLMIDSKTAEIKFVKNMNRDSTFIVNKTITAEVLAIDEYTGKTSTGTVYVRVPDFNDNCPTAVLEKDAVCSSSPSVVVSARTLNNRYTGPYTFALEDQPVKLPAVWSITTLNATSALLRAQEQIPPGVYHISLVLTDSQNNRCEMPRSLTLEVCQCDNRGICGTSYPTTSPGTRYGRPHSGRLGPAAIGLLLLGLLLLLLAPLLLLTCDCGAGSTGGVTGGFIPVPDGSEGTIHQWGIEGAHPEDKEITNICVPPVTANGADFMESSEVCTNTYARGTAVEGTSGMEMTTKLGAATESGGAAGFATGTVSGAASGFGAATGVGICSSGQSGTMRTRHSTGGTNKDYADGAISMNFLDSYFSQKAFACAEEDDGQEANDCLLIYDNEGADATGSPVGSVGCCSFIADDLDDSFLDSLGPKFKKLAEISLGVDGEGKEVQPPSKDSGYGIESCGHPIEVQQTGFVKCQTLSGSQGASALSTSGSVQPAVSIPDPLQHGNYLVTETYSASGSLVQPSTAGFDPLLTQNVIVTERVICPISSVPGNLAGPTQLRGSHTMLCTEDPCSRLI
MOR-DOR inv ag = mu-delta opioid heterodimer inverse agonism; 340,000 tested, 0.21% active; AID 504357; cell-based MOR-DOR heterodimer luminescence; inhibition, % at 9.3 µM; in the data active = inhibition above about 22%, passing the limit was not always enough;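 also: 0% = cells with DMSO and 100% = wells without cells with DMSO; values of inactives mirror those of a sister screen read the other way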
PKA-R1A activ = PKA-R1A complex activation | activation, % at 11.4 µM | PKA-R1A dissociation, Cy5-IP20 fluorescence polarization; scaled: DMSO 0%, 113 µM cGMP 100% | P00514+P68181 | 340,000 tested, 0.083% active;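 active = percent activation above the mean of all tested compounds plus 3 SD, cut at about 19% in these data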;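 also: higher means more PKAc released from R1A so a rise in polarization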
HTR5A ag = HTR5A agonism, opioid heterodimer counter-screen; P47898; HTR5A agonist assay, luminescence, cell-based; activation, % at 9.3 µM; 340,000 tested, 0.61% active; AID 504692; in the data active = activation mostly above about 9.5%, no sharp cut-off; inactive = mostly below about 7.6%;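 also: 0% = cells with vehicle only and 100% = reference agonist; strong numbers were not always called active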
E coli growth = counter-screen for AddAB inhibitors: E. coli growth inhibition; E. coli V3065 growth, OD600 absorbance, 18 h; 330,000 tested, 0.27% active; inhibition, % at 11.9 µM;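 active = inhibition above the campaign's mean inhibition across all tested compounds plus 3 SD, cut at about 9.9% in these data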;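 also: uninfected addAB+ strain grown without phage in ampicillin broth; 0% = DMSO wells and 100% = ciprofloxacin 0.95 µg/ml wells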
SUMO Mot1 rescue = blocks SUMOylation pathway, rescuing yeast Mot1-301 growth; S. cerevisiae Mot1-301 growth rescue, ATP luminescence, 38.5C; percent above DMSO median, 100 means doubled; growth rescue, % at 18.8 µM; 320,000 tested, 1% active;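 active = every valid replicate shows activation above 250% relative to neutral control wells; inactive = the rest, any valid replicate at or below 250%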;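 also: OY570 slx delta 5 strain wells were the positive control but not used for scaling; some compounds called inactive have numbers as strong as hits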
HTR5A inv ag = inverse agonist of human HTR5A in OPRM1-OPRD1 counter-screen. inhibition, % at 9.3 µM. 340,000 tested, 0.083% active. AID 504634. HTR5A cell line, luminescence, inverse agonism; in the data active = inhibition mostly above about 23%, no sharp cut-off; inactive = mostly below about 18%;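 also: 0% = cells with DMSO and 100% = no-cell wells with DMSO; some compounds called inactive have numbers as strong as hits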
phage Ecoli inh = E. coli growth loss with phage present; growth absorbance; inhibition, % at 11.9 µM; 360,000 tested, 0.26% active; AID 651602; in the data active = inhibition above about 11%
OPRM1-OPRD1 ag = OPRM1-OPRD1 heterodimerization agonism | P35372+P41143 | cells, luminescence | activation, % at 9.3 µM | 340,000 tested, 0.3% active; in the data active = activation above about 18%;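 also: 0% = vehicle-treated cells and 100% = reference agonist; values of inactives mirror those of a sister screen read the other way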
AddAB inh = less growth of phage-infected E. coli with AddAB; inhibition, % at 11.9 µM; AID 435030; E. coli expressing H. pylori AddAB, absorbance growth; 330,000 tested, 0.29% active; in the data active = inhibition above about 12%;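 also: 0% = vehicle wells of infected cells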
PfHsp90 set2 = growth inhibition of yeast expressing Plasmodium Hsp90 | S. cerevisiae expressing PfHsp90, BacTiter-Glo ATP, 48 h; yeast lacking PDR1 and PDR3 efflux regulators | inhibition, % at 9.4 µM | 310,000 tested, 0.32% active | AID 504621;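 active = every replicate shows inhibition above about 80%, whatever the replicate mean, limit read from the data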;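 also: 0% = DMSO neutral controls and 100% = 20 µM radicicol positive controls; yeast relying on Plasmodium falciparum Hsp90 in place of its own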
Starred values were filed as active, the others as inactive; . = no result given.

SMILES | DSG3 Ab inh | MOR-DOR inv ag | PKA-R1A activ | HTR5A ag | E coli growth | SUMO Mot1 rescue | HTR5A inv ag | phage Ecoli inh | OPRM1-OPRD1 ag | AddAB inh | PfHsp90 set2
CCCCCC1CC(/C(C)=N/NC(N)=O)OC1=O (stereo unspecified) | 102 | 12 | 1 | 3 | 1.7 | -7 | -8 | 3.8 | -2.2 | 2.5 | -18
Cc1cc2nc(N3CCN(C(=O)c4cccs4)CC3)sc2cc1C | 109 | -1 | -6 | 3 | 0.3 | -6 | 0 | 0.4 | 0.1 | -0.1 | .
CCCCCC(=O)NNC(=O)Cc1ccc([N+](=O)[O-])cc1 | 102 | 10 | -5 | 0 | -0.4 | -6 | -1 | 3.8 | -2.0 | 1.5 | -22
CCc1cc(-c2nnc(SCC(=O)NC3CC3)n2C)cs1 | 110 | 8 | 10 | 3 | -1.0 | -5 | -11 | 3.7 | -1.4 | 0.8 | 18
COc1ccc(NS(=O)(=O)c2cccc(C(=O)NCCCn3ccnc3)c2)cc1 | 101 | 4 | 4 | -5 | -0.8 | 452* | 14 | 1.9 | -0.7 | -0.2 | -21
CCCOc1ccc(/C=N\NC(=O)CCc2n[nH]c(=O)[nH]c2=O)cc1OC | 95 | 2 | 0 | 3 | 0.5 | -4 | -8 | 3.9 | -0.2 | 0.8 | 10
COc1cc(OC)c2ccc(=O)oc2c1C(CCN1CCCCC1)c1ccc(N(C)C)cc1 (stereo unspecified) | 102 | 16 | 3 | 8 | -1.2 | -16 | -24 | 0.6 | -2.7 | -1.1 | -5
CCc1ccc(NC2=NCC(c3ccccc3)S2)cc1 (stereo unspecified) | 118 | -58 | -3 | 1 | -2.6 | 3 | -2 | -1.0 | 12 | -1.5 | .
COc1ccc(-c2onc(C)c2C)cc1S(=O)(=O)NCCc1ccco1 | . | 11 | -6 | 3 | 1.8 | 64 | -17 | 2.1 | -2.1 | 0.7 | 3
Brc1ccc(-c2cnc(-c3cccs3)o2)cc1 | . | -14 | -1 | 1 | 2.5 | 102 | 2 | 1.7 | 2.5 | 3.8 | -19
COc1cc(Cl)ccc1OCc1cc(C(=O)N2CCCC(OC)C2)no1 (stereo unspecified) | 106 | 17 | -3 | -2 | -1.4 | 7 | -4 | 2.2 | -3.1 | 1.2 | 5
CN1CCN(C(=O)CCCOc2cc(=O)n(C)c3ccccc23)CC1 | 100 | 4 | 1 | -1 | -2.9 | -16 | -10 | -0.3 | -0.6 | -1.0 | 15
COCCNC(=O)CSc1nnc(CCCN2C(=O)c3cccc4cccc(c34)C2=O)n1-c1ccccc1 | 95 | 14 | -6 | -2 | 1.5 | 321 | -4 | 3.0 | -2.3 | 0.3 | -3
COCCn1c(C)cc(/C=C2/NC(=O)N(c3ccc(Cl)cc3)C2=O)c1C | 110 | -5 | 1 | 2 | 0.4 | -15 | -7 | 3.2 | 0.9 | 2.2 | 14
O=C(Nc1cccc(OC(F)(F)F)c1)c1ccc(Br)o1 | 93 | -30 | -2 | 4 | -0.2 | 22 | -11 | 3.0 | 6.0 | 1.9 | 5

Limited to SUMO Mot1 rescue, for some of the entries so far:
canonical_smiles | SUMO Mot1 rescue
COc1ccc(NS(=O)(=O)c2cccc(C(=O)NCCCn3ccnc3)c2)cc1 | 452*
CCCOc1ccc(/C=N\NC(=O)CCc2n[nH]c(=O)[nH]c2=O)cc1OC | -4
COc1cc(OC)c2ccc(=O)oc2c1C(CCN1CCCCC1)c1ccc(N(C)C)cc1 (stereo unspecified) | -16

(cont.)
SMILES | DSG3 Ab inh | MOR-DOR inv ag | PKA-R1A activ | HTR5A ag | E coli growth | SUMO Mot1 rescue | HTR5A inv ag | phage Ecoli inh | OPRM1-OPRD1 ag | AddAB inh | PfHsp90 set2
O=C1NC(=Nc2ccccc2)CS1 | 103 | 17 | -6 | 1 | 0.2 | -4 | -1 | 3.1 | -3.4 | -0.8 | 10
CCCCn1c(N)c(N(CC(C)C)C(=O)CN2C(=O)C3CCCCC3C2=O)c(=O)[nH]c1=O (stereo unspecified) | 108 | -4 | -1 | -2 | 1.1 | -8 | -7 | 1.4 | 0.5 | 1.4 | -36
O=C(c1ccco1)n1nc(-c2ccccc2)nc1SCc1ccccc1 | 116 | -8 | 8 | 6 | 0.5 | . | 1 | 1.1 | 1.3 | 3.3 | -6
Cn1c(=O)oc2cc(S(=O)(=O)N3CCC(C(=O)NCc4cccs4)CC3)ccc21 | 94 | 3 | 0 | -4 | -2.0 | 4 | 11 | 3.6 | -0.4 | 1.0 | 15
COc1ccc(N(C(=O)c2ccccc2C)S(=O)(=O)c2cccs2)cc1 | . | 1 | -12 | 8 | -2.8 | 15 | -10 | 0.0 | -0.2 | 3.0 | 6
c1ccc(N2CCN(c3ncnc4c3oc3ccccc34)CC2)cc1 | 97 | -20 | 5 | 14* | 2.2 | -3 | -32 | 5.4 | 3.6 | 2.1 | -1
CC(=O)Nc1ccc(S(=O)(=O)N2CCN(C(=O)N3CCCC3)CC2)cc1 | 127 | -19 | -1 | 4 | 1.1 | -6 | -22 | -0.4 | 2.3 | 2.9 | 9
CCOc1cc(C#N)ccc1OCC(=O)N1CCc2ccccc2C1 | 101 | 6 | -3 | -3 | 0.6 | 4 | 11 | 4.3 | -1.4 | 1.0 | -14
Nc1nnnn1/N=C/c1ccccc1OCc1ccc(Cl)cc1Cl | . | 3 | 2 | 6 | -1.5 | -10 | 6 | 1.8 | -0.5 | 0.6 | -4
CCOc1cc(CN2CCCC(N3CCc4ccccc4C3)C2)ccc1O (stereo unspecified) | 109 | 8 | -10 | -3 | . | 158 | -15 | 2.5 | -1.6 | . | -17
Cc1nnc(SCC(=O)N2CCC(C(=O)Nc3nccs3)CC2)n1Cc1ccccc1 | . | 14 | 1 | -5 | . | . | 13 | 2.2 | -2.4 | . | -34
C=CCc1c(C)nc(SCC(N)=O)[nH]c1=O | 98 | 4 | -15 | -2 | -0.8 | -6 | -9 | . | -0.8 | -1.5 | -10
CN(C)c1ccc(C2C=C(c3ccc(Cl)cc3OC(F)F)Nc3ncnn32)cc1 (stereo unspecified) | 122 | 3 | 5 | -3 | -1.0 | 226 | 9 | 0.8 | -0.6 | -0.8 | -4
C/C(=N\N1CCN(Cc2ccccc2Cl)CC1)c1ccc([N+](=O)[O-])cc1 | 118 | -17 | 0 | -3 | 1.1 | 832* | -7 | -1.6 | 3.4 | 3.1 | 16
O=c1c(Cc2ccccc2)c(O)ccn1C1CCCCCCC1 | 105 | -18 | -6 | 3 | 0.5 | -5 | -4 | 1.8 | 3.7 | 2.9 | -7
O=C(NC1CCCCC1)N1CCCC(CNS(=O)(=O)Cc2ccccc2)C1 (stereo unspecified) | 100 | 7 | 1 | 1 | -2.4 | 25 | 14 | 4.6 | -1.3 | 2.4 | -6
O=C(C1CCN(S(=O)(=O)c2cccc3cccnc23)CC1)N1CCN(C2CCCC2)CC1 | 106 | 13 | -1 | 0 | -0.9 | 6 | 0 | 1.5 | -2.7 | 3.7 | 6
O=C(COC(=O)c1ccc(Br)o1)NCCCc1ccccc1 | 100 | 4 | 0 | -3 | -1.2 | -1 | -2 | -2.4 | -0.7 | 0.5 | -1
CCn1c(=O)cc(SCC(=O)N2CCN(C)CC2)c2ccccc21 | 100 | 8 | -7 | 0 | -0.7 | -13 | -14 | 0.7 | -1.5 | 1.3 | 3
Clc1ccc(SCCOCCN2CCOCC2)cc1 | 119 | 12 | -1 | 1 | 0.3 | 241 | -5 | -1.2 | -2.5 | -0.2 | 0
CCCCCCCCCCCCN1C/C(=C\C(=O)OCC)c2cc(C(F)(F)F)ccc2S1(=O)=O | 101 | 17 | 7 | 2 | 0.3 | -12 | -7 | 1.3 | -2.9 | 4.7 | 8
COc1ccc2c3c(ccc2c1)C(=O)/C(=C/O)CC3 | . | -120 | 2 | 22* | . | . | -86 | 1.4 | 25* | . | 107*
CN1C(=CC=C2C=C(I)C(=O)C(I)=C2)C(C)(C)c2ccccc21 | 59* | 9 | 1 | 2 | . | . | 5 | -1.1 | -1.7 | . | 24
COC(=O)Cc1nnc(Nc2cccc(C)c2)c2ccccc12 | 113 | 6 | -8 | -1 | -0.2 | -2 | 0 | 3.7 | -1.0 | -0.2 | -11
Cc1cccc(N(Cc2cc(=O)[nH]c3ccccc23)C(=O)CCl)c1 | 98 | 10 | -6 | 3 | -2.2 | -4 | -12 | -1.8 | -1.9 | 1.7 | 11
Cc1ccc(C(=O)C2=C(O)C(=O)N(c3ncccn3)C2c2ccccc2F)o1 (stereo unspecified) | 98 | 6 | -9 | 5 | 0.5 | -5 | -19 | -1.4 | -1.1 | 0.0 | 5
CSc1nnc(-c2sc3cc(C(F)(F)F)cnc3c2-c2ccccn2)n1C | 115 | -1 | -4 | 4 | -0.8 | -15 | 16 | 1.0 | 0.2 | 3.1 | 13
CCCS(=O)(=O)N1CCN(c2cc3c(cc2[N+](=O)[O-])n(C)c(=O)n3C)CC1 | 101 | 2 | 1 | -4 | 0.8 | 153 | 12 | 4.3 | -0.4 | 1.5 | -17
Cc1ccc(C)c2[nH]c(=O)c(C(c3nnnn3Cc3ccco3)N3CCc4ccccc4C3)cc12 (stereo unspecified) | 108 | 7 | -9 | 6 | -1.1 | 10 | -6 | 4.2 | -1.2 | 1.6 | -4
COc1ccccc1-n1cc(C(=O)N2CCCC(CO)(Cc3ccccc3C)C2)cn1 (stereo unspecified) | 100 | 14 | -4 | -2 | -1.0 | -18 | -4 | 4.2 | -3.0 | 1.3 | 43
O=C(Nc1ccc(S(=O)(=O)NCC2CCCO2)cc1)C1CC(=O)N(c2ccccc2)C1 (stereo unspecified) | 105 | 13 | 9 | 0 | -1.0 | -6 | -1 | 1.0 | -2.5 | 2.2 | 9
CCCNC(=S)N1CCC(NC(=O)c2ccc(OC)cc2)CC1 | 118 | 7 | -3 | -2 | 0.8 | -6 | 7 | -0.2 | -1.4 | 3.8 | 1
N/C(=N\N=C\c1ccc(Br)o1)c1nonc1N | 119 | 6 | 1 | -3 | 1.2 | 109 | -28 | 0.7 | -1.1 | 1.5 | 2
OC(CN1CC=C(/C=C/c2ccc(Br)cc2)CC1)c1ccccc1 (stereo unspecified) | 118 | 4 | 3 | 10 | 0.7 | 20 | -28 | -1.6 | -0.9 | 3.4 | -15

3 records drawn at random from those above, as already listed:
SMILES | DSG3 Ab inh | MOR-DOR inv ag | PKA-R1A activ | HTR5A ag | E coli growth | SUMO Mot1 rescue | HTR5A inv ag | phage Ecoli inh | OPRM1-OPRD1 ag | AddAB inh | PfHsp90 set2
CCCNC(=S)N1CCC(NC(=O)c2ccc(OC)cc2)CC1 | 118 | 7 | -3 | -2 | 0.8 | -6 | 7 | -0.2 | -1.4 | 3.8 | 1
CCCCCCCCCCCCN1C/C(=C\C(=O)OCC)c2cc(C(F)(F)F)ccc2S1(=O)=O | 101 | 17 | 7 | 2 | 0.3 | -12 | -7 | 1.3 | -2.9 | 4.7 | 8
O=C(C1CCN(S(=O)(=O)c2cccc3cccnc23)CC1)N1CCN(C2CCCC2)CC1 | 106 | 13 | -1 | 0 | -0.9 | 6 | 0 | 1.5 | -2.7 | 3.7 | 6

Bioassay records from PubChem.
